STK33 inh – blocks human STK33 kinase activity; Q9BYT3; ADP-Glo luminescence, MBP substrate; inhibition, % at 12.5 µM; hit rate 0.44% among 27,000; AID 2322; in the data active means inhibition above about 20%; inconclusive means no clear call, values can overlap the other calls
Target sequence (Q9BYT3 whole entry, looked up): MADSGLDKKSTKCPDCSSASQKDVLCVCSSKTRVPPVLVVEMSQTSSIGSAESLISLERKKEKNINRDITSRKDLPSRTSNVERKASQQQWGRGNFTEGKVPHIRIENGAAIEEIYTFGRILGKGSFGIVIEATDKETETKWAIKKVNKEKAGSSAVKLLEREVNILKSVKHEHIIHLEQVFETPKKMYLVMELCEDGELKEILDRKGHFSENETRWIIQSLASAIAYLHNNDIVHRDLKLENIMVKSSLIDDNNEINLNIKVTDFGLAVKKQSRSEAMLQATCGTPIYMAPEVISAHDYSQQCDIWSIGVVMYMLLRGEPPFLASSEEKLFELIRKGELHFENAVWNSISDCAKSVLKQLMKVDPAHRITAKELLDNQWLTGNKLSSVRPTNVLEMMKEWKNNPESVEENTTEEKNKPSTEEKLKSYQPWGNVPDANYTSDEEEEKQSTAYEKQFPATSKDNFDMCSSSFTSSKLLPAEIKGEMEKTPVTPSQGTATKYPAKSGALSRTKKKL
mut p53 react – restores mutant p53 pathway signaling in SW480 cells; AID 624151; activation, % at 9.98 µM; hit rate 1.5% among 28,000; SW480 PUMA-promoter luciferase, p53 mutant reactivation; in the data active means activation above about 52%; inconclusive means no clear call, values can overlap the other calls
An asterisk follows results filed as active; u = inconclusive; x = not tested or not shown; & = joins results of further samples. The list is partial, so the mix of outcomes need not match the whole.

SMILES | STK33 inh | mut p53 react
O=C1CC=C2C3CC4N(CCC45c4ccccc4N1C25)C/C3=C/CO (centres undefined) | 3 | 10
C=CCN1CCC23c4c5ccc(O)c4OC2/C(=N\NC(=O)c2ccccc2)CCC3(O)C1C5 (centres undefined) | x | 17
c1ccc(C2CC2)c(OCC2=NCCN2)c1 | 4 | -8
CC(C)C(O)(C(=O)OCC1=CCN2CCC(O)C12)C(C)O (centres undefined) | -4 | -1
C=C(C)[C@H]1O[C@H]2CC[C@@]3(C)[C@@](O)(CC[C@H]4[C@@H]5OC(C)(C)[C@H]6C[C@@H]7C(=C)Cc8c(Cl)cc9[nH]c(c5c9c8[C@@]76O)[C@@]43C)[C@]23O[C@@H]3[C@H]1O | -1 | -24
O=C(O)C1C2CCC(O2)C1C(=O)NCCc1ccccc1 (centres undefined) | -2 | 11
CN1C(=O)c2ccccc2NC(=O)C1Cc1ccccc1 (centres undefined) | -2 | -2
CCCN(CCC)C1CCc2ccc(O)cc2C1 (centres undefined) | -1 | -2
CCN1CC2(COC)CCC(O)C34C5CC6C(OC)CC(O)(C5C6O)C(C(OC)C23)C14 (centres undefined) | -1 | 12
CC(=O)NC1C(OC2OC(CC(O)C3OC(n4ccc(=O)[nH]c4=O)C(O)C3O)C(O)C(O)C2NC(=O)/C=C/CCCCCCCCCC(C)C)OC(CO)C(O)C1O (centres undefined) | -17 | x
N#CC(C#N)=Cc1ccc(O)c(O)c1 | 0 | 16
CCCCCc1cc(OC)c(CC=C(C)C)c(O)c1C(=O)O | -13 | 2
C/C=C(/C)C(=O)OC1CCN2CC=C(COC(=O)C(O)(C(C)O)C(C)(C)O)C12 (centres undefined) | -1 | -11
Nc1ncnc2nc(SCc3nc4ccc(I)cc4c(=O)n3-c3ccccc3)[nH]c12 | -1 | 0
CCNc1nc(Cl)nc(NCC)n1 | 1 | x
O=C(N[C@H]1CN2CCC1CC2)c1ccc(Cl)cc1 | x | 12
C[C@]12CCC(=O)C=C1CC[C@@H]1C2CC[C@]2(C)C(=O)CCC12 (some centres undefined) | -5 | 6
Clc1cccc(Cl)c1NC1=NCCS1 | x | -11
C=C[C@H]1CN2CC[C@H]1C[C@@H]2[C@H](O)c1ccnc2ccccc12 | 2 | x
CNCC(O)c1ccc(O)c(OC)c1 (centres undefined) | x | 6
CC=C1CN2C3CC1C1(C(=O)OC)C2CC2(c4ccccc4N(C)C32)C1O (centres undefined) | -7 | -12
COc1ccc(OC)c(NC(=O)Cn2cc(C(=O)c3ccccc3)c3ccccc32)c1 | 4 | -14
C[C@]1(C(=O)O)CCC[C@]2(C)c3cc(O)ccc3CC[C@@H]12 | 3 | 7&4
COc1ccc(C(=O)c2c(C)n(CCN3CCOCC3)c3cc(I)ccc23)cc1 | x | 1
COc1ccc2[nH]cc(CCN)c2c1 | 1 | -1
C=C1C(=O)O[C@@H]2[C@H]3C(=C)[C@@H](O)C[C@H]3C(=C)C[C@@H](O)[C@@H]12 | u | x
CCCN(C/C=C/I)C1CCc2ccc(O)cc2C1 (centres undefined) | -1 | -2&21
C[C@H](CO)N1C[C@H](C)[C@H](CN(C)C(=O)Oc2ccc3ccccc3c2)OCc2cn(nn2)CCCC1=O | 2 | x
C=CC(C)(C)[C@]12C=C(OC)C(=O)N3/C(=C/c4cnc[nH]4)C(=O)N[C@@]31N(OC)c1ccccc12 | 0 | -12
C[C@H](CO)N1C[C@H](C)[C@@H](CN(C)C(=O)Oc2cccc3ccccc23)OCc2cnnn2CCCC1=O | 2 | x
CCOC(=O)CN1C(=O)CC(C[C@@H](O)C2C[C@@H](C)C[C@H](C)C2=O)CC1=O (some centres undefined) | -2 | -4
COc1ccc2c3c4n(c2c1)[C@@H](C=C(C)C)OOC(C)(C)C[C@@H]4N1C(=O)[C@@H]2CCCN2C(=O)[C@]1(O)[C@H]3OCC=C(C)C | -6 | -47
COc1ccc2[nH]cc(CCNCc3ccc(Br)cc3)c2c1 | 1 | 9
NC(=NCc1ccc(Cl)cc1)SCCCc1cnc[nH]1 | x | 2
CCCCn1c(C)c(C(C)=O)c2c(OCC(=O)O)c(Cl)c(Cl)c(Cl)c21 | 0 | -2
C(#CCN1CCCC1)CN1CCCC1 | x | -4
C[C@@H]1CN([C@@H](C)CO)C(=O)CCCn2cc(nn2)CO[C@@H]1CN(C)C(=O)Oc1ccc2ccccc2c1 | 3 | -2
C[C@H]1CN([C@@H](C)CO)C(=O)CCCn2cc(nn2)CO[C@H]1CN(C)C(=O)Oc1ccc2ccccc2c1 | 0 | x
COc1cc(C(=O)OC2C[C@H]3CC[C@@H](C2)N3C)ccc1O (some centres undefined) | 3 | 17
CC(C)(Cc1c[nH]c2ccc(Cl)cc12)NCCOc1ccccc1OCC1CC1 | x | -73
C[C@]12C=CC(=O)C=C1CC[C@@H]1C2CC[C@]2(C)C(=O)CCC12 (some centres undefined) | -2 | -17
CC(C)N1C(=O)c2ccccc2NS1(=O)=O | 2 | x
COc1cc2c3cc1Oc1cc(ccc1O)C[C@@H]1c4c(cc(OC)c(O)c4Oc4cccc(c4)C[C@@H]3N(C)CC2)CC[N+]1(C)C | -1 | 4
CC[C@@]12CCCN3CC[C@]4(c5cccc(OC)c5N(C(C)=O)[C@@H]4CC1)[C@H]32 | 1 | x
CC(C)c1cc2c(cc1O)[C@@]1(C)C[C@@H](O)CC(C)(CO)C1CC2 (some centres undefined) | -1 | 22
C=CCN1CC[C@]2(C)c3cc(O)ccc3CC1[C@@H]2C | x | -6
C=C1C/C(=C/C)C(=O)O[C@@H]2CCN3CC=C(COC(=O)[C@]1(C)O)[C@H]23 | -2 | -8
Cc1ccc(C[N+](C)(C)C)o1 | x | 0
C[C@@H]1CN([C@H](C)CO)C(=O)CCCn2nncc2CO[C@H]1CN(C)C(=O)Oc1ccccc1 | 5 | x
CC(C)(C)C(=O)C(Oc1ccc(Cl)cc1)n1cncn1 (centres undefined) | -17 | -8
CCOP(=S)(OCC)Oc1ccc2c(C)c(Cl)c(=O)oc2c1 | -1 | x
C=CC1CN2CCC3(C(=O)Nc4ccccc43)C2CC1/C(=C/OC)C(=O)OC (centres undefined) | 1 | 7
CN1Cc2c(ccc3c2OCO3)C2C(O)Cc3cc4c(cc3C21)OCO4 (centres undefined) | 0 | x
CCC(CO)(C(=O)OC1CC2CCC(C1)N2C)c1ccccc1 (centres undefined) | 1 | 3
CC1=C(C(=O)Nc2ccccc2)SCCO1 | x | 49
Cc1nc(N)sc1CCN | x | -2
COc1ccc(-n2nc(C(F)(F)F)cc2-c2ccc(Cl)cc2)cc1 | x | -1
CCN1C[C@]2(COC)CC[C@H](O)[C@]34C1[C@H](C[C@H]23)[C@@]1(O)C[C@H](OC)[C@H]2C[C@@H]4[C@@H]1[C@H]2OC(C)=O | -29 | 20
COc1ccc(CC2(CCc3ccncc3)C(=O)NC(=O)N(c3ccc(Cl)cc3)C2=O)cc1OC (centres undefined) | -1 | -6
COC1=C[C@@H]2[C@@H]3Cc4ccc(OC)c(O)c4[C@]2(CCN3C)CC1=O | 2 | x

6 structures out of the list, arranged by molar mass, descending:
SMILES | STK33 inh | mut p53 react
CCN1C[C@]2(COC)CC[C@H](O)[C@]34C1[C@H](C[C@H]23)[C@@]1(O)C[C@H](OC)[C@H]2C[C@@H]4[C@@H]1[C@H]2OC(C)=O | -29 | 20
CCOP(=S)(OCC)Oc1ccc2c(C)c(Cl)c(=O)oc2c1 | -1 | x
COc1ccc(-n2nc(C(F)(F)F)cc2-c2ccc(Cl)cc2)cc1 | x | -1
CC(C)(C)C(=O)C(Oc1ccc(Cl)cc1)n1cncn1 (centres undefined) | -17 | -8
CC(C)N1C(=O)c2ccccc2NS1(=O)=O | 2 | x
CC1=C(C(=O)Nc2ccccc2)SCCO1 | x | 49

Next section
SMILES | STK33 inh | mut p53 react
Ic1cncc(OC[C@@H]2CCN2)c1 | x | 8
CC(C)(C)NC[C@H](O)COc1cccc2[nH]c(C#N)cc12 | -1 | 0
CC(Cc1ccccc1)[n+]1cc(/N=C(\N)[O-])on1 (centres undefined) | 0 | x
CCCCCOc1c(OC)ccc2cc(C(=O)NCc3ccc4c(c3)OCO4)c(=O)[nH]c12 | x | 34
C/C=C(/C)C(=O)O[C@H]1C(C)=C2[C@H]([C@@H]1OC(=O)CCCCCCC)[C@@](C)(OC(C)=O)C[C@H](OC(=O)CCC)[C@@]1(O)[C@H]2OC(=O)[C@@]1(C)O | 3 | -71
C=C[C@H]1CN2CC[C@H]1C[C@H]2[C@H](O)c1ccnc2ccccc12 | 1 | -2
NC(=O)c1cc([N+](=O)[O-])cc([N+](=O)[O-])c1 | -4 | x
Cc1nccc2c1[nH]c1ccccc12 | 0 | x
O=c1ccc2cc(OC3O[C@H](CO)[C@@H](O)[C@H](O)[C@H]3O)c(O)cc2o1 (some centres undefined) | -2 | 16
CCOC(=O)c1[nH]c2ccc(OC)cc2c1C(SCC(=O)O)c1ccc(C(F)(F)F)cc1 (centres undefined) | x | 13
Cn1cnc(-n2oo2)c1C#N | 0 | x
CC(/C=C/[C@@]1(C)[C@H](C)CCC(=O)[C@@H]1C)=C\Cc1c(O)c(Cl)c(C)c(C=O)c1O | -2 | x
OC1CCCCC1N1CCC(c2ccccc2)CC1 (centres undefined) | 2 | 15
COc1cc(CNCCc2c[nH]c3ccccc23)c([N+](=O)[O-])cc1OC | -2 | 0
CC1(C)CCC[C@]2(C)c3cc(O)c(O)cc3C(=O)CC12 (some centres undefined) | 0 | 7
COc1ccc(CN2CCN(CCO)CC2)c(OC)c1C | 0 | 14
CCC(C)[C@H]1C(=O)O[C@H](C(C)C)C(=O)N(C)[C@@H](C(C)C)C(=O)O[C@H](C(C)C)C(=O)N(C)[C@@H](C(C)C)C(=O)O[C@H](C(C)C)C(=O)N1C (some centres undefined) | -1 | -77
COc1ccc2c(c1)[C@]13CCCC[C@H]1[C@H](C2)N(C)CC3 | 0 | x
Cc1cc(Br)c(NC(=O)C2C(C)(C)C2(C)C)c(Br)c1 | -1 | x
COc1cc(C(=O)O[C@H]2[C@@H]3C=CO[C@@H](O[C@@H]4O[C@H](CO)[C@@H](O)[C@H](O)[C@H]4O)[C@@H]3[C@@]3(CO)O[C@@H]23)ccc1O | 3 | 1
CCCCOC(=O)c1ccccc1C(=O)OCc1ccccc1 | 1 | x
CNC(=O)N(C)c1nnc(C(C)(C)C)s1 | 0 | x
c1ccc2c(c1)cc1ccc3cccc4ccc2c1c34 | 4 | 6
C=CCC1(C(C)CCC)C(=O)NC(=S)NC1=O (centres undefined) | 1 | 2
OC(Cc1ccncc1)C(Cl)(Cl)Cl (centres undefined) | 1 | 3
CC(=O)O[C@H]1C[C@H](O[C@H]2[C@@H](O)C[C@H](O[C@H]3[C@@H](O)C[C@H](O[C@H]4CC[C@@]5(C)C(CCC6C5C[C@@H](O)[C@]5(C)[C@@H](C7=CC(=O)OC7)CC[C@]65O)C4)O[C@@H]3C)O[C@@H]2C)O[C@H](C)[C@H]1O[C@@H]1O[C@H](CO)[C@@H](O)[C@H](O)[C@H]1O (some centres undefined) | -3 | x
CC(C)N(C(=O)SCC(Cl)=C(Cl)Cl)C(C)C | -3 | x
Oc1c(Cl)c(Cl)c(Cl)c(Cl)c1Cl | -1 | x
COC1CC(OC2CCC3(C)C(CCC4(O)C3CC(OC(=O)c3ccccc3)C3(C)C(O)(C(C)=O)CCC43O)C2)OC(C)C1OC1CC(OC)C(OC2OC(C)C(O)C(OC)C2O)C(C)O1 (centres undefined) | -2 | -13
COc1ccc(OC(=O)N(C)C[C@@H]2OCc3cnnn3CCCC(=O)N([C@@H](C)CO)C[C@@H]2C)cc1 | 0 | x
Cc1nn(Cc2cccc(C(=O)Nc3ccc4oc(=O)cc(C(F)(F)F)c4c3)c2)c(C)c1Cl | 0 | 45
Clc1ccc(C(OCCN2CCCCC2)c2ccccc2)cc1 (centres undefined) | -7 | x
COc1ccc2[nH]c3c(c2c1)CCN=C3C | 1 | -5
COc1ccc(CNC(=O)/C=C/c2ccc3[nH]cc(CCN(C)C)c3c2)cc1 | x | 2
COc1ccc2c(c1O)-c1c3c(cc4c1C(C2)N(C)CC4)OCO3 (centres undefined) | 1 | 4
C[C@H]1CN([C@@H](C)CO)C(=O)CCCn2nncc2CO[C@H]1CN(C)C(=O)Oc1ccc2ccccc2c1 | -1 | x
CCCCC/C=C\C/C=C\C/C=C\CCCCCCC(=O)NCCO | -5 | -3
CN1C2C[C@H](OC(=O)[C@H](CO)c3ccccc3)C[C@H]1[C@@H](O)C2 | 2 | x
NCC(=O)Nc1ccc(Br)cc1C(=O)c1ccccc1 | 3 | 113*
C=CC(C)(C)[C@@]12C[C@H]3C(=O)N/C(=C\c4cnc[nH]4)C(=O)N3[C@@H]1Nc1ccccc12 | -6 | x

Overlap with the part before: three compounds; new compounds follow.
SMILES | STK33 inh | mut p53 react
CN1C2C[C@H](OC(=O)[C@H](CO)c3ccccc3)C[C@H]1[C@@H](O)C2 | 2 | x
NCC(=O)Nc1ccc(Br)cc1C(=O)c1ccccc1 | 3 | 113*
C=CC(C)(C)[C@@]12C[C@H]3C(=O)N/C(=C\c4cnc[nH]4)C(=O)N3[C@@H]1Nc1ccccc12 | -6 | x
O=C(CC[N+](=O)[O-])OC[C@H]1O[C@@H](O)[C@H](OC(=O)CC[N+](=O)[O-])[C@@H](OC(=O)CC[N+](=O)[O-])[C@@H]1OC(=O)CC[N+](=O)[O-] | 2 | x
Cc1ccnc(NC(c2ccccc2[N+](=O)[O-])c2ccc3ccc(C)nc3c2O)c1 (centres undefined) | -1 | -14
CCNC(=O)C1OC(n2cnc3c(N)ncnc32)C(O)C1O (centres undefined) | x | -5
COc1ccc2c(c1OC)C(=O)O[C@H]2[C@@H]1c2cc3c(cc2CCN1C)OCO3 | 1 | -6

Looked up by compound from above:
SMILES | STK33 inh | mut p53 react
COc1ccc2[nH]cc(CCN)c2c1 | 1 | -1
CCCCn1c(C)c(C(C)=O)c2c(OCC(=O)O)c(Cl)c(Cl)c(Cl)c21 | 0 | -2

Screening results (PubChem BioAssay)
